ATG4B inhibitor: inhibitors of human ATG4B cysteine protease; ATG4B cleavage of LC3-PLA2, NBD-HPC fluorescence, 1 h; inhibition, % at 8.33 µM; hit rate 0.51% among 340,000; AID 504462; in the data active = inhibition above about 40%
Target sequence (Q9Y4P1 whole entry, looked up): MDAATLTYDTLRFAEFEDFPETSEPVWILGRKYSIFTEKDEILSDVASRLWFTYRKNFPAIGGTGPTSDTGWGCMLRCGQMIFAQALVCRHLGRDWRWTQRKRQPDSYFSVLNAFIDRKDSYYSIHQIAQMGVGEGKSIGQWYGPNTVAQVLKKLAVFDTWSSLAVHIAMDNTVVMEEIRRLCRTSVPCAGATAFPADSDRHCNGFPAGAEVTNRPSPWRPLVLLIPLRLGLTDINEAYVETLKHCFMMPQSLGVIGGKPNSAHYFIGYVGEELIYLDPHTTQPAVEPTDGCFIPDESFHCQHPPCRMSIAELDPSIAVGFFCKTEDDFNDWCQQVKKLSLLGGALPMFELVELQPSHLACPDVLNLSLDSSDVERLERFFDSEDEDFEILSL
NR3A LBD binder: modulates the human NR3A ligand-binding domain. NR3A LBD differential scanning fluorimetry, Tm shift; 0% = protein alone, 100% = glycine-bound protein. Tm shift relative to glycine control, % at 25 µM. hit rate 2.5% among 340,000;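 active = melting temperature shift of at least 10% of the positive control shift, at one fixed dose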
hIAP activ: increases human intestinal alkaline phosphatase activity. P09923. purified human IAP, CDP-Star luminescence, 30 min; active compounds read high; 1 = vehicle-only enzyme, 0 = enzyme-free background. activation factor at 10 µM. hit rate 0.16% among 330,000;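 active = activation factor of the enzyme at least 2-fold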; note: the source names both 10 and 20 µM as test concentration; values of inactives mirror those of a sister screen read the other way
Target sequence (P09923 whole entry, looked up): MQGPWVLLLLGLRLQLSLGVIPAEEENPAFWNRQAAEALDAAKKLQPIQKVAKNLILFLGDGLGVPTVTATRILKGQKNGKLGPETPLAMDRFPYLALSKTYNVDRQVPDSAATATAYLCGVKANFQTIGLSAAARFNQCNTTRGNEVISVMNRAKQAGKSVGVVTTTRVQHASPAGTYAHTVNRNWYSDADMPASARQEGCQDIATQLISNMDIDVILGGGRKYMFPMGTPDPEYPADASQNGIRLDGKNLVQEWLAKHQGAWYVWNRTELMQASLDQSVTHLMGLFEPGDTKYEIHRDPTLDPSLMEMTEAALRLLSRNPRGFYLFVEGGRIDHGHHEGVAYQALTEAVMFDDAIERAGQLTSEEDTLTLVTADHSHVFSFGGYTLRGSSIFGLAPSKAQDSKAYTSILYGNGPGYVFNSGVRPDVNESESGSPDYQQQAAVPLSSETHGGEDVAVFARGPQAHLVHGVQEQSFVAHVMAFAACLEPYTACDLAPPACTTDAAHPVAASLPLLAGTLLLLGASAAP
MPTP inh: inhibitors of mitochondrial permeability transition pore; isolated mouse mitochondria, Ca2+ swelling absorbance, 30 min; inhibition, % at 10 µM; hit rate 1.4% among 360,000;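 active = inhibition of 50% or more, scaled per plate between neutral and stimulator controls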;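 note: 0% = DMSO wells given calcium and 100% = 1 mM EGTA wells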
SENP6 block: blocks the human protease SENP6. Q9GZR1. Recombinant SENP6 catalytic domain, aminoluciferin luminescence. hit rate 1.8% among 330,000. AID 2599. inhibition, % at 10 µM;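 active = inhibition above about 50% at the single tested dose, limit read from the data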;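 note: plate controls were DMSO wells with enzyme for no effect and DMSO wells lacking enzyme for full effect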
SENP1 inh: SENP1 (human) catalytic domain inhibition; hit rate 0.21% among 360,000; inhibition, % at 10 µM; recombinant SENP1 catalytic domain, CyPet-SUMO1-YPet FRET cleavage;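 active = inhibition at least 30% at 10 µM, raw YFP signal under a set limit, fluorescence ratio 0.5 to 1.5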;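 note: 0% = enzyme with DMSO and 100% = no enzyme wells; some results filed as inactive read as strong as hits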
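Controls: no-enzyme wells low, DMSO-plus-enzyme wells high control. Test system: human recombinant His6-tagged SENP1 catalytic domain enzyme. Reagent: SFCypet-SUMO1-SFYpet FRET protein substrate, 25 nM final. Doses: one dose per compound, 10 µM, 0.5% DMSO. Detection: FRET, CFP and YFP emission. Timing: 50 min reaction at room temperature.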
SENP8 inh: inhibitors of human SENP8 protease; Q96LD8; recombinant SENP8, Nedd8 substrate fluorescence; inhibition, % at 20 µM; hit rate 0.64% among 360,000; in the data active = inhibition mostly above about 40%, no sharp cut-off; inactive = mostly below about 27%
PfG6PD inh: PfG6PD (Plasmodium falciparum) enzyme inhibition. inhibition, % at 20 µM. hit rate 0.78% among 350,000. PfGluPho enzyme, NADPH resazurin-diaphorase fluorescence;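 active = inhibition reaching at least a set limit at 20 µM in the primary screen, cut at about 59% in these data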;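 note: 0% = DMSO wells with substrate and 100% = DMSO wells lacking glucose-6-phosphate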
An asterisk follows results filed as active; i = inactive; nt = no result given.

SMILES	ATG4B inhibitor	NR3A LBD binder	hIAP activ	MPTP inh	SENP6 block	SENP1 inh	SENP8 inh	PfG6PD inh
O=S(=O)(c1cccs1)N1CCN(c2ccc(Cl)cc2)CC1	-15	4	0.95	-2.0	-22	0	2	4
O=c1oc2cc(Cl)ccc2n1CSc1nc2ccccc2s1	-18	-13	1.1	-2.4	-15	0	23	27
COc1ccccc1N1CCN(Cc2ccc(C(=O)O)cc2)CC1	8	-1	1	-1.3	14	0	1	4
CC1CCN(c2c(NCc3ccc(C(=O)NCc4ccccc4)cc3)c(=O)c2=O)CC1	-2	-1	1.1	0.0	-13	1	22	8
CCC(=O)C1CCCN(C(=O)c2ccc3nc(-c4cccc(OC)c4)oc3c2)C1 (configuration not stated)	-2	-1	0.9	0.1	24	-1	-2	-1
Cc1ccc(-c2csc3nc[nH]c(=O)c23)cc1C	2	1	0.88	0.6	6	0	3	19
CCCC(=O)NCCc1ccc(F)cc1	-2	0	0.99	-2.0	-11	1	10	-16
CCc1[nH]nc2c1C(c1cccnc1)C(C#N)=C(N)O2 (configuration not stated)	-10	0	1.3	-1.3	-6	0	5	-11
COCCCNC(=O)c1cc2cc3cc(OC)ccc3nc2o1	-3	1	1	-0.4	-17	-2	-296	9
CC1(C)CC(=O)C(C=NCCc2ccccn2)=C(O)C1	-16	-10	1	-1.0	-7	-1	8	0
Cc1ccc(-c2cc(C(=O)NCCc3ccccn3)c3ccccc3n2)c(C)c1	-4	1	0.87	1.1	5	-1	12	5
CCCNC(=O)NC(=O)CSc1cccc(C(F)(F)F)c1	-3	2	0.89	2.1	-19	0	0	-7
Cc1ccccc1NC1=C(Cl)C(=O)OC1OC(=O)c1ccccc1C (configuration not stated)	5	-8	0.86	-0.6	-36	2	11	13
COc1ccc(-c2n[nH]c(=S)n2C2CCCCC2)cc1	-7	-2	0.91	0.7	3	1	17	42
O=C(O)c1ccc(Sc2nnc(-c3cccc(Br)c3)o2)c([N+](=O)[O-])c1	0	-5	1	5.9	-2	1	10	-28
O=C1c2ccccc2CCCC12N=NCC2c1cccc2ccccc12 (configuration not stated)	7	0	1.4	2.9	-7	-1	14	23
Cc1nn(C)c(Oc2cccc(Cl)c2)c1C(=O)Nc1ccc(F)cc1F	-5	-1	1.1	-1.0	-4	0	17	12
CC(=O)NC12CC3CC(C1)CC(C(=O)Nc1nc4c(C)cccc4s1)(C3)C2	-6	-5	1.1	-0.8	1	0	-1	11
CC#CCN1c2ccccc2[C@]23C[C@@H](C(=O)OC)N(C(=O)c4ccc(Br)cc4)C2=NC(C(=O)OC)=C(C(=O)OC)[C@H]13	0	-1	0.97	nt	-13	nt	nt	4
O=C(Cn1cc(C(F)(F)F)cc(Cl)c1=O)Nc1cc(S(=O)(=O)N2CCOCC2)ccc1Cl	-3	4	0.99	0.9	11	1	11	-11
O=C1CCCC2=C1C(c1ccncc1)c1c(nc(SCc3ccccc3Cl)[nH]c1=O)N2 (configuration not stated)	77*	-2	1	-2.5	-1	-20	i	-26
COc1cc(NC(=O)COc2cccc(OC)c2)cc(OC)c1	-30	-2	0.87	-1.2	-11	1	-3	-5
COc1ccc(CNC(=O)c2cc(C3CC3)nc3c2cnn3C(C)C)cc1OC	-10	0	0.97	1.1	4	-1	-11	9
Cc1cc(NC(=O)c2ccc(S(=O)(=O)N3CCc4ccccc43)cc2)no1	-11	0	0.89	1.1	1	-26	6	6
O=C1OC[C@H]2CCCN2C(=O)[C@@H](CC(=O)N(CCO)Cc2ccccc2)C/C=C\C[C@H]1Cc1ccc(F)cc1	-12	1	0.87	2.1	-9	4	7	11

One compound at a time (already shown). Order of values: ATG4B inhibitor	NR3A LBD binder	hIAP activ	MPTP inh	SENP6 block	SENP1 inh	SENP8 inh	PfG6PD inh
Entry for O=C(O)c1ccc(Sc2nnc(-c3cccc(Br)c3)o2)c([N+](=O)[O-])c1 : 0	-5	1	5.9	-2	1	10	-28
Entry for O=C1c2ccccc2CCCC12N=NCC2c1cccc2ccccc12 (configuration not stated) : 7	0	1.4	2.9	-7	-1	14	23
Entry for Cc1ccccc1NC1=C(Cl)C(=O)OC1OC(=O)c1ccccc1C (configuration not stated) : 5	-8	0.86	-0.6	-36	2	11	13
Entry for CC(=O)NC12CC3CC(C1)CC(C(=O)Nc1nc4c(C)cccc4s1)(C3)C2 : -6	-5	1.1	-0.8	1	0	-1	11
Entry for O=C(Cn1cc(C(F)(F)F)cc(Cl)c1=O)Nc1cc(S(=O)(=O)N2CCOCC2)ccc1Cl : -3	4	0.99	0.9	11	1	11	-11

Carrying on.
SMILES	ATG4B inhibitor	NR3A LBD binder	hIAP activ	MPTP inh	SENP6 block	SENP1 inh	SENP8 inh	PfG6PD inh
COCC(=O)N1CCC(Oc2ccc(C(=O)NCCCn3cccn3)cc2)CC1	1	-3	0.97	2.0	16	2	8	-19
CN(C)c1ccc(NC(=O)Nc2csc3ccccc23)cc1	-15	18*	2	52*	11	-2	39	14
CCCCc1ccc(NC(=O)N[C@@H](CC(C)C)C(=O)O)cc1	-1	1	1.1	1.3	-3	2	12	-23
CCC(=O)N1CCN(c2ccc(Cl)cc2NC(=O)c2ccc([N+](=O)[O-])o2)CC1	4	1	0.92	0.6	5	-1	7	5
O=C(NCc1ccccn1)c1cccc(S(=O)(=O)Nc2ccc(F)cc2)c1	-9	0	0.97	-0.1	2	1	7	-4
c1ccc(-n2ncc3c(NC4CCCCCC4)ncnc32)cc1	-3	-21	1	1.1	-4	2	7	96*
NC(=O)Cn1nnc(-c2ccc(NC(=O)c3ccc(F)cc3)cc2)n1	-2	-24	0.91	-0.9	29	0	3	1
CS(=O)(=O)c1ccccc1-c1nc(-c2cc(C(F)(F)F)cc(C(F)(F)F)c2)no1	2	-1	1.1	-0.1	-10	1	20	33
Cc1ccc(NC(=O)CS(=O)CC(=O)NCCCc2ccccc2)cc1Cl (configuration not stated)	-8	-4	0.99	-0.8	-8	-1	41*	32
CC(C)(C)C(=O)Nc1nc(-c2ccc3c(c2)OCO3)cs1	12	-3	0.99	0.3	16	1	18	30
CCOC(=O)c1c(NC(=O)c2ccn(CC)n2)sc2c1CCC2	3	-5	1.2	1.6	-15	-6	-311	17
Cc1onc(-c2ccccc2)c1C(=O)Nc1ccc(Br)cc1Cl	1	0	1.2	1.5	12	2	-5	-6
Cc1ccc(C(=O)OCC(=O)NC(=O)Cc2ccccc2)c(O)c1	-6	1	0.96	0.4	-3	2	-2	1
O=C(CN1CCN(c2ccccc2)CC1)Nc1ccccc1C(=O)NCCc1ccccc1	nt	nt	nt	1.1	nt	-1	20	-3
N#C/C(=C\c1c(F)cccc1Cl)C(=O)NC1CC1	-5	1	1.2	-0.3	-6	-2	-8	11
CCOc1cc(CN2CCN(c3ccc(C(C)=O)cc3)CC2)ccc1OC	6	0	0.97	0.6	-4	2	-23	-13
COc1cccc(C(=O)COC(=O)CCC(=O)c2ccccc2)c1	8	2	0.93	-1.3	-15	3	6	-7
COc1ccccc1-c1cc2nc(C)c(CCC(=O)NCc3ccc(F)cc3)c(C)n2n1	8	7	0.93	-0.2	8	2	-430	1
Cc1ccc(C(=O)COc2cc(O)c3c(=O)cc(-c4ccccc4)oc3c2)cc1	6	-2	1.1	3.5	-39	-1	1	-23
O=C(Cn1nnc(-c2cccs2)n1)NCCc1ccccc1	-9	1	1.1	-4.3	-18	-1	-72	13
CSCCC(NC(N)=O)C(=O)N(C)CC(=O)Nc1cc(C)ccc1C (configuration not stated)	-6	3	1	-2.3	-16	-1	18	6
O=C(NCCN=C1NS(=O)(=O)c2ccccc21)c1ccc(S(=O)(=O)N2CCOCC2)cc1	1	1	1	0.5	21	-8	30	5
CCC(C)[C@H](N)C(=O)N[C@H]1CCC2C3CC=C4C[C@@H](O)CC[C@]4(C)C3CC[C@@]21C (some centres not stated)	nt	nt	nt	-0.6	nt	-1	1	10
COc1ccc(NC(=S)NC(=O)/C=C/c2ccco2)cc1	-3	-2	0.93	1.4	-29	1	15	21
CCCN1CCN(C(=S)NCc2ccc(Cl)cc2)CC1	-7	0	0.98	1.4	-17	4	4	-5

Next records:
SMILES	ATG4B inhibitor	NR3A LBD binder	hIAP activ	MPTP inh	SENP6 block	SENP1 inh	SENP8 inh	PfG6PD inh
COC(=O)c1sc2nc(C)c([N+](=O)[O-])c(C)c2c1N	0	1	0.83	-0.5	-2	0	4	-6
COc1ccc(OC)c(N(CC(=O)NCc2ccncc2)S(C)(=O)=O)c1	-5	3	0.97	-1.4	-8	0	9	1
COc1ccc(C2CC(=O)c3c(O)cc(O)cc3O2)c(CC=C(C)C)c1OC (configuration not stated)	4	8	1	1.9	18	2	36	-15
CCOC(=O)C1=C(C)N(C)C(=O)NC1c1cc2c(cc1[N+](=O)[O-])OCO2 (configuration not stated)	-5	0	0.96	1.0	5	-23	-328	71*
O=C(c1cc(S(=O)(=O)N2CCOCC2)ccc1Cl)N1CCc2ccccc2C1	-3	3	0.94	-0.7	6	0	5	-4
COc1cc(S(=O)(=O)Nc2cccnc2)ccc1Cl	5	0	0.95	0.2	-1	-6	15	-14
COc1ccc(Cl)cc1NC(=S)NNC(=O)c1cccs1	0	8	1.7	16	86*	0	-36	-11
Cc1ccc(Nc2nc(N)nc(CSc3nnc(C)s3)n2)cc1	-5	-1	1.1	-0.8	-34	3	16	7
CSCCNC(=O)Nc1c(-c2c(Cl)cccc2Cl)noc1C	-1	1	1	0.5	-3	1	5	-1
Cc1cccc(NC(=O)Cn2nnc(-c3cccs3)n2)c1C	3	7	0.84	0.2	0	2	9	-17
CCCCOc1ccc(C(=O)N/C(=C/C=C/c2ccccc2)C(=O)NC)cc1	-6	-5	1.2	3.8	8	-3	-21	10
Cc1ccc(C(=O)N/C(=C\c2sccc2C)C(=O)NCc2ccncc2)cc1	-5	-4	1	0.1	-13	0	-5	-11
COc1ccc(/C=C2/C(=N)N3C(=NC2=O)Sc2cc(S(C)(=O)=O)ccc23)cc1OC	-10	2	1.2	nt	-2	nt	nt	-11
Cc1noc(NS(=O)(=O)c2ccc(NC(=O)C34CC5CC(C3)CC(n3cnc(Br)n3)(C5)C4)cc2)c1C	2	-9	1.1	0.8	-13	2	14	-27
COc1ccc(C(CC(=O)O)N2Cc3ccccc3C2=O)cc1 (configuration not stated)	-2	3	0.98	0.0	30	1	11	-9
Cc1ccc(S(=O)(=O)N2CCN(C(C(=O)Nc3ccc(F)cc3)c3ccccc3)CC2)cc1 (configuration not stated)	29	4	nt	7.8	nt	0	10	12
CCOC(=O)C1CCN(c2nc(C)nc3c2oc2ccccc23)CC1	23	0	1	-2.1	-21	3	-84	9
Cc1cc(C)n(C2CC(=O)N(c3ccc(C)c(Cl)c3)C2=O)n1 (configuration not stated)	2	1	1.1	0.2	-2	2	20	22
O=S1(=O)CCN2C(=N1)SC1=C2CCN(Cc2ccccc2)C1	-4	3	0.94	-0.2	-14	1	21	4
Cc1ccc(C=NNc2nc3c([nH]2)c(=O)n(C)c(=O)n3C)cc1	3	-11	nt	0.6	nt	4	-199	11
COc1ccc(NC(=O)Cn2cnc3c(oc4nc5c(cc43)COC(C)(C)C5)c2=O)cc1	-4	-3	0.94	0.6	-2	-2	-7	-5
O=[N+]([O-])c1ccc(N=Cc2c(O)ccc3ccccc23)cc1	-7	0	0.94	4.3	-10	-48	-32	30
O=C(/C=C/c1ccccc1)c1ccc(NC2=NCCCS2)cc1	4	-2	nt	4.1	nt	0	2	9
O=C(CSc1nc2ccccc2nc1N1CCCC1)Nc1ccc(F)cc1	-5	-4	0.97	-1.2	1	-57	-159	7
Cc1cc(NC(=O)CCC2CCCC2)no1	-15	5	1.1	-0.5	-16	0	6	12
CN(C)CCN1C(=O)C(=O)/C(=C(/O)c2ccc(S(=O)(=O)N3CCOCC3)cc2)C1c1ccc(F)cc1 (configuration not stated)	-2	2	1.2	-1.7	-5	1	10	1
OCC1(CCCc2ccccc2)CCN(Cc2cnc(N3CCOCC3)s2)CC1	24	-1	0.92	1.0	5	0	10	-2
CC(CS(=O)(=O)c1cccc2cccnc12)N1CCCCC1 (configuration not stated)	-9	-1	0.9	-1.3	-12	-113	-25	2

Screens deposited in PubChem by Sanford-Burnham Center for Chemical Genomics.
